CIT2 TOR yeast: modulators of CIT2-GFP expression in yeast, primary screen, S. cerevisiae, GFP fusion, multiplex flow cytometry, MLPCN library. AID 2029, 2009. GFP response vs DMSO, % at 10 µM. 0.065% of 320,000 active. S. cerevisiae CIT2-GFP strain, 3 h; 100 means same as DMSO wells;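 active = GFP response relative to DMSO above a set limit, near the screen mean plus 3 SD, cut at about 150% in these data; inconclusive = Fewer than 70 cells measured for a yeast strain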;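 note: ratio of well median GFP fluorescence to mean of DMSO wells on the plate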
MCL1-BIM inh: inhibitors of MCL1 binding to BIM-BH3, primary screen, biochemical, fluorescence polarization | 0.68% of 320,000 active | Induced myeloid leukemia cell differentiation protein Mcl-1 (Homo sapiens), Q07820 | GST-MCL1 / FITC-Bim-BH3 fluorescence polarization | AID 2057, 2009 | inhibition, % at 10.9 µM;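 active = inhibition above the mean inhibition of all tested compounds plus 3 SD, set per campaign, cut at about 40% in these data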;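 note: 0% = DMSO wells and 100% = unlabeled Bim-BH3 peptide control; higher means more loss of mP so more displacement of Bim peptide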
Target sequence (Q07820 whole entry, looked up): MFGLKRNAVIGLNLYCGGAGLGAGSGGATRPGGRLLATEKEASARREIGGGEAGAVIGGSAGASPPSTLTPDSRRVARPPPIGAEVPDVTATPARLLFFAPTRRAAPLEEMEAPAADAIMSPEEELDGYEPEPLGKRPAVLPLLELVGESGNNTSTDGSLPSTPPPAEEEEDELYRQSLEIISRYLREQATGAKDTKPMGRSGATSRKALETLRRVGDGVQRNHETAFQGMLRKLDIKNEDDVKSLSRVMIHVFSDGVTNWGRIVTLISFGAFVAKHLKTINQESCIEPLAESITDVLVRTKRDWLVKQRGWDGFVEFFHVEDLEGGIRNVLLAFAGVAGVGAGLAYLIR
Yeast superoxide: reduction of superoxide in aged yeast, primary screen, HTS. S. cerevisiae aged cells, superoxide DHE fluorescence; stronger effect = lower value. superoxide response (% of plate mean), % at 10 µM. 0.18% of 330,000 active;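 active = superoxide response under a set limit, about three screen SD below normal, cut at about 65% in these data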;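 note: yeast aged for seven days with compound at 30 °C before DHE staining; 100% = average MFI of all compound-treated wells on the plate with controls excluded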
MEX-5 binding: MEX-5 zinc finger RNA-binding disruptors – biochemical, C. elegans, fluorescence polarization, MLPCN library, primary screen | MEX-5/FITC-TCR2 RNA binding; stronger effect = lower value | AID 1832, 2009 | activity score (negative = inhibition of binding), % at 10 µM | 0.38% of 300,000 active | Zinc finger protein mex-5 (Caenorhabditis elegans), Q9XUB2;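 active = inhibition past about -25% in most replicates, and total fluorescence under double the plate's negative control median, limit read from the data; inconclusive = replicates evenly split on the limit, or fluorescence at least double controls; inactive = too little inhibition in most replicates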;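 note: 0% = DMSO and -100% = 5 µM competing unlabeled TCR2 RNA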
Bcl-xL primary: inhibitors of human Bcl-xL, primary screen, biochemical, fluorescence polarization, HTS; Bcl-2-like protein 1 (Homo sapiens), Q07817; GST-Bcl-xL / FITC-Bim BH3 peptide fluorescence polarization; inhibition, % at 10.9 µM; 0.7% of 320,000 active; AID 2129, 2009;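 active = inhibition above the mean of all tested compounds plus 3 SD, cutoff set per campaign, cut at about 30% in these data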;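 note: 0% = DMSO wells and 100% = unlabeled Bim-BH3 peptide competitor; inhibitors lower millipolarization by displacing the labeled peptide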
GRK2 aptamer HTS: compounds blocking aptamer binding on GRK2 – biochemical, human GRK2, bead flow cytometry, HTS, primary screen; inhibition of aptamer binding, % at 10 µM; 0.59% of 330,000 active; FAM-aptamer displacement from GRK2;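 active = inhibition of aptamer binding above 40%, roughly 3 SD of noise, on plates passing a quality check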;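 note: median bead fluorescence of bound FAM aptamer so fluorescent compounds give negative values; no value below 0 was filed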
Target sequence (P25098 whole entry, looked up): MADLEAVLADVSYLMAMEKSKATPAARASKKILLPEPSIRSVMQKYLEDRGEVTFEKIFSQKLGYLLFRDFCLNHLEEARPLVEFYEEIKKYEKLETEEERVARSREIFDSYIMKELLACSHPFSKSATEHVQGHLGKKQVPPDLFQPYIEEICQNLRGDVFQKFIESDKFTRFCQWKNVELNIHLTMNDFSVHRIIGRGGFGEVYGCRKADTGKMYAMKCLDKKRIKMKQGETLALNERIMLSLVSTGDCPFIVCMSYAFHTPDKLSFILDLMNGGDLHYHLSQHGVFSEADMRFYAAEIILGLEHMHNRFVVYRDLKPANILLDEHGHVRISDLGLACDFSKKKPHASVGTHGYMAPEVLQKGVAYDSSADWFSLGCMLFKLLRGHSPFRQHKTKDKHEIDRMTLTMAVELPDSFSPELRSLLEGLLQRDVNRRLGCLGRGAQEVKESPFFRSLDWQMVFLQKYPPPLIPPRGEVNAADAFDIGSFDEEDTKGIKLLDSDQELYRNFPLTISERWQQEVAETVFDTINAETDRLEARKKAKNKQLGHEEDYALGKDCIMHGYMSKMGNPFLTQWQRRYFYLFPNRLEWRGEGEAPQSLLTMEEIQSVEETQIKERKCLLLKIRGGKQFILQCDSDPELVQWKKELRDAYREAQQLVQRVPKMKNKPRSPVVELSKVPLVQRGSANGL
VLA-4 inh: inhibition in human VLA-4 binding assay, primary screen, VLA-4 allosteric modulator project, MLPCN library, flow cytometry, VLA-4 expressing cells | Integrin alpha-4 (Homo sapiens), P13612 | ligand binding flow cytometry | inhibition, % (about 7 µM as worked out from the volumes in the protocol) | 0.2% of 330,000 active; in the data active = inhibition above about 50%
GLD-1 TGE inh: GLD-1/TGE RNA complex disruptors, primary screen, biochemical, fluorescence polarization; 0.44% of 320,000 active; Female germline-specific tumor suppressor gld-1 (Caenorhabditis elegans), Q17339; inhibition, % at 5.96 µM; purified GLD-1 + fluorescein TGE RNA;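 active = percent inhibition above a per-plate cutoff, the plate mean of test compounds plus 3 SD, cut at about 30% in these data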;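 note: 0% = DMSO wells with GLD-1 and probe and 100% = wells lacking GLD-1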
AGP1-GFP MLPCN: modulators of AGP1-GFP expression in yeast TOR pathway, primary screen, cell-based, multiplex flow cytometry, S. cerevisiae, MLPCN library; 3 h; GFP as percent of DMSO wells; GFP response vs DMSO, % at 10 µM; 0.02% of 320,000 active; AID 2066, 2009;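 active = GFP response relative to DMSO above a set limit, near screen average plus 3 SD, cut at about 150% in these data; inconclusive = fewer than 70 cells counted for the yeast strain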;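 note: median GFP channel fluorescence of the gated AGP1 strain per well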
Active calls of the source: *; ? = inconclusive; nt = not tested or not shown; [ ] = another dose, or the depositor's remark.

SMILES	CIT2 TOR yeast	MCL1-BIM inh	Yeast superoxide	MEX-5 binding	Bcl-xL primary	GRK2 aptamer HTS	VLA-4 inh	GLD-1 TGE inh	AGP1-GFP MLPCN
O=C(/C=C/c1ccc(Cl)cc1)NCCCN1CCOCC1	88	8	92	0.2	5	3	5	-3	90
CC1(C)C(=O)NCCN1C(=O)CC1C(=O)NCCN1CC(c1ccccc1)c1ccccc1 (centres undefined)	94	8	106	2.0	11	0	-1	5	95
N#CC1=C(N)OC2=C(C(=O)CCC2)[C@]12C(=O)N(CC(N)=O)c1ccccc12	92	0	98	-1.6	2	0	-5	11	98
C=C1CCC(C)C(C)(CCC2=CCOC2=O)C/C=C\C=C/1C(=O)O (centres undefined)	98	9	90	2.0	2	0	-5	-4	99
NC(=O)C1CCCN(C(=O)Nc2cccc3ccccc23)C1 (centres undefined)	90	7	95	-1.0	9	0	-3	2	86
CCOC(=O)N1CCN(C(=O)CSCc2ccc(C)cc2)CC1	94	13	94	-1.6	6	1	-5	-8	108
CN(C)/C=C/C(=O)c1ccc(-n2cccc2)cc1	96	-21	97	-5.2	-16	2	-8	-20	87
CCCN(CC1CCCO1)C(=O)c1cc(COc2cccc(OC)c2)on1 (centres undefined)	86	-1	101	-0.8	4	8	11	-8	94
CSc1nc(-c2ccccc2)nn1S(=O)(=O)c1ccccc1	?	5	93	-2.0	10	3	-10	-2	26[may fluoresce violet]
Cc1ccc2c(c1)C(=NC1CCCCC1)c1cc3ccccc3nc1-2	90	6	97	-1.6	8	3	1	0	86
O=C(CCSc1nc2cc(Cl)ccc2o1)N1CCOCC1	105	-3	105	-1.1	0	2	-16	-12	107
CCC(C)Nc1nc(-c2ccccn2)nc2ccccc12 (centres undefined)	104	-2	98	28	-4	0	-4	-6	91
Cc1nc2nc(-c3ccccc3)cn2nc1C	100	12	105	-3.9	9	4	-22	-3	98
O=C(CSc1ncn(-c2ccccc2)n1)Nc1ccc2c(c1)OCO2	nt	-20	102	4.4	-13	1	11	10	97
CSc1scc2c1-c1nc(SCC(=O)C(C)(C)C)ncc1CC2	82	-3	86	-1.0	2	0	25	12	95
Cc1c(Cl)c(-c2n[nH]c(=S)n2Cc2ccco2)nn1C	93	-21	94	2.4	-18	0	1	9	97
CCOC(=O)c1sc2nccc(N(C)C)c2c1N=CNOC	90	-8	96	-1.3	1	1	-10	1	95
COc1ccccc1C(=O)N/N=C(\C)CC(=O)Nc1ccc2c(c1)OCCO2	88	0	102	2.2	3	1	7	1	82
CC(C)N(CCNC(=O)COc1ccc2oc3c(c2c1)CCCC3)C(C)C	103	-1	103	0.2	3	0	21	-6	104
CN1C(=O)/C(=C/c2cc(N=Nc3ccccc3)ccc2O)SC1=S	103	7	111	-1.3	3	0	-87	5	105
Clc1c(-c2ccccc2)nc2ccccn12	96	2	107	0.4	1	0	-16	-5	90
CCN(CC(=O)NCc1ccc(F)cc1)C(=O)c1ccc(C)o1	107	1	95	0.6	0	0	-7	-2	77
Cc1ccc(NC(=O)CCCc2ccccc2)nc1	100	4	97	0.5	6	0	-4	-10	107
COCCCN1C(=O)c2ccc(C(=O)Nc3ccccc3OC)cc2C1=O	98	0	103	-0.2	5	0	13	5	105
O=C(Cc1cccc2ccccc12)NCCc1ccccc1	103	-4	97	-1.3	4	0	3	5	98
O=c1cc(/C=C/c2ccccc2)oc2c1ccc1ccccc12	95	-4	94	-0.3	1	0	-12	7	99
O=C(NCC(=O)N1CCN(C(=O)c2ccccc2)CC1)c1ccc(Cl)cc1Cl	98	1	104	nt	-2	0	-1	12	98
C/C(=N\NC(=O)c1ccoc1C)c1cccc2ccccc12	97	4	94	1.5	5	5	27	9	93
COC(=O)[C@H](CCSC)NC(=O)Nc1cccc(Br)c1	108	2	104	2.0	6	0	-10	-12	107
CCNc1nc(NCC)n2c(SCC(=O)Nc3cccc(F)c3)nnc2n1	95	3	104	1.0	2	13	-2	2	109
COCCNC(=O)c1ccc2c(=O)n(Cc3ccco3)c(SCC(=O)Nc3ccc(OC)cc3OC)nc2c1	95	-3	99	-0.4	1	2	6	-2	99
COc1cc(OC)c(OC)cc1/C=N/NC(=S)NCCN1CCOCC1	91	0	102	0.3	-2	4	16	-4	97
CCN(CC)CCN1C(=O)/C(=C\c2ccc(Cl)c([N+](=O)[O-])c2)SC1=Nc1ccc(OC)cc1	?	-1	104	1.1	1	0	29	-1	?
O=C(COC(=O)C1CCCCC1)Nc1cccc(F)c1	109	nt	93	nt	nt	17	14	4	108
Cn1c(=O)c(=O)n(C)c2cc(S(=O)(=O)CCC(=O)N3CCOCC3)ccc21	96	3	98	2.8	2	6	-9	3	90
COc1cccc(-c2nnc(NC(=O)C(C)C)o2)c1	94	50*	103	1.2	47*	1	30	37*	111
O=C(CC(NCCN1CCOCC1)C(=O)O)Nc1cccc(Cl)c1 (centres undefined)	94	1	109	0.2	4	2	5	2	100
N#CCCN(Cc1cccnc1)S(=O)(=O)c1ccc(S(=O)(=O)N2CCCCCC2)cc1	105	1	98	-1.6	2	3	-2	-1	105
COc1cccc(NC(=O)CSc2nnc(-c3ccoc3C)n2CC2CCCO2)c1 (centres undefined)	90	-3	106	-0.4	2	3	8	5	102
COc1ccc(CCn2c3c(c(=O)[nH]c2=O)C(NC(=O)c2cccs2)(C(F)(F)F)C(=O)N3)cc1OC (centres undefined)	89	3	101	0.2	2	7	-6	3	101
O=C(N/N=C/c1ccc2cccnc2c1)c1nc2ccccc2c(=O)[nH]1	108	3	80	-0.1	-2	0	18	3	108
CCCCn1c(N)c(N(Cc2ccccc2OC)C(=O)c2c(CC)noc2C)c(=O)[nH]c1=O	101	-3	100	0.5	0	0	6	0	83
O=C(Nc1ccc2c(c1)OCO2)C1CCCN1C(=O)NCc1ccccc1 (centres undefined)	103	10	101	-2.0	9	1	1	-3	99
OC1CCCN(C(=S)Nc2ccc(SC(F)F)cc2)C1 (centres undefined)	90	4	72	0.0	5	3	0	-1	98
CC(Oc1ccccc1)C(=O)Nc1ccccc1O (centres undefined)	107	1	95	0.4	5	1	10	-1	108
O=C1CC(NCc2ccccc2F)C(=O)N1c1ccccc1 (centres undefined)	97	3	99	0.7	8	2	-9	9	100
Cc1cc(Br)cnc1NC(=S)Nc1ccc(F)cc1F	87	8	79	-1.3	2	2	5	6	92
O=C(CNC(=O)c1ccc(-c2ccccc2)cc1)OCc1ccc(Cl)cc1	105	5	100	1.2	13	3	8	-1	101
Cc1cc(OCC(=O)c2ccc(Br)cc2)ccc1N1C(=O)CCC1=O	111	-2	102	0.4	0	0	21	7	112
CN=C(Nc1cccc(S(=O)(=O)N2CCOCC2)c1)c1ccccc1	105	nt	97	nt	nt	79*	12	0	111
COc1cc(S(=O)(=O)NC2CCCCC2)ccc1F	108	9	90	1.9	4	3	1	1	nt
CC(C)c1ccc(NC(=O)Cc2ccc(NC3=NC4CS(=O)(=O)CC4S3)cc2)cc1 (centres undefined)	100	12	95	-2.0	4	0	-3	3	100
CCCCNC(=O)c1cccc(NC(=O)C(=O)c2ccccc2NC(C)=O)c1	nt	12	94	0.7	5	2	9	-1	nt
COCCN(Cc1ccccc1)C(=O)Cc1ccc(S(=O)(=O)N2CCOCC2)s1	97	-4	99	nt	-1	0	-8	-7	104
Cc1c(C(=O)Nc2cccc(F)c2)cnn1-c1ccccc1	87	0	104	-0.5	3	1	0	3	83
CCCCN(C(=O)c1cc2c(s1)CCCCC2)c1c(N)n(CCC)c(=O)[nH]c1=O	99	-5	84	nt	-4	0	1	-1	102
Cc1ccc(NCc2nnc(SCC(=O)Nc3ncc(C)s3)n2CC2CCCO2)c(C)c1 (centres undefined)	nt	0	99	-1.7	-5	0	6	2	100
CN(C)CCCNc1cc(-c2ccccc2)nc2cc(-c3cccc(F)c3)nn12	103	6	77	2.8	21	0	22	1	104
O=C(NCCNc1ccc([N+](=O)[O-])cc1Cl)c1ccccc1F	87	-10	104	-0.5	-2	0	5	-6	83
COc1cc(/C=C/C(=O)OCC(=O)N2CCc3ccccc3C2)ccc1O	106	15	92	1.1	7	1	12	4	109
Cc1cc(C(=O)N(C)CC(=O)Nc2ccc(Cl)c(C(F)(F)F)c2)no1	97	-8	100	0.8	-10	1	8	4	102
Nc1cccc(C(=O)O)c1	86	10	99	1.1	5	2	3	-1	87

Filtered by structure: the entries above containing fluorine.
SMILES	CIT2 TOR yeast	MCL1-BIM inh	Yeast superoxide	MEX-5 binding	Bcl-xL primary	GRK2 aptamer HTS	VLA-4 inh	GLD-1 TGE inh	AGP1-GFP MLPCN
CCN(CC(=O)NCc1ccc(F)cc1)C(=O)c1ccc(C)o1	107	1	95	0.6	0	0	-7	-2	77
CCNc1nc(NCC)n2c(SCC(=O)Nc3cccc(F)c3)nnc2n1	95	3	104	1.0	2	13	-2	2	109
O=C(COC(=O)C1CCCCC1)Nc1cccc(F)c1	109	nt	93	nt	nt	17	14	4	108
COc1ccc(CCn2c3c(c(=O)[nH]c2=O)C(NC(=O)c2cccs2)(C(F)(F)F)C(=O)N3)cc1OC (centres undefined)	89	3	101	0.2	2	7	-6	3	101
OC1CCCN(C(=S)Nc2ccc(SC(F)F)cc2)C1 (centres undefined)	90	4	72	0.0	5	3	0	-1	98
O=C1CC(NCc2ccccc2F)C(=O)N1c1ccccc1 (centres undefined)	97	3	99	0.7	8	2	-9	9	100
Cc1cc(Br)cnc1NC(=S)Nc1ccc(F)cc1F	87	8	79	-1.3	2	2	5	6	92
COc1cc(S(=O)(=O)NC2CCCCC2)ccc1F	108	9	90	1.9	4	3	1	1	nt
Cc1c(C(=O)Nc2cccc(F)c2)cnn1-c1ccccc1	87	0	104	-0.5	3	1	0	3	83
CN(C)CCCNc1cc(-c2ccccc2)nc2cc(-c3cccc(F)c3)nn12	103	6	77	2.8	21	0	22	1	104
O=C(NCCNc1ccc([N+](=O)[O-])cc1Cl)c1ccccc1F	87	-10	104	-0.5	-2	0	5	-6	83
Cc1cc(C(=O)N(C)CC(=O)Nc2ccc(Cl)c(C(F)(F)F)c2)no1	97	-8	100	0.8	-10	1	8	4	102

Compounds as they come; 2.1% or so of the library scored in one or more.
